CAL PDZ FP-1 = CAL PDZ peptide-binding inhibitors, primary screen, biochemical, fluorescence polarization, Cer-tagged CAL PDZ, HTS; purified CAL PDZ, TMR-peptide fluorescence polarization, 1 h; inhibition, % at 20 µM; AID 504414, 2011; Golgi-associated PDZ and coiled-coil motif-containing protein (Homo sapiens), Q9HD26; 330,000 compounds, 0.02% hits;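 active = highest replicate inhibition of at least 40%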;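 note: plate controls were DMSO neutral control wells for no effect and unlabeled competitor peptide control wells for full effect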
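System: purified tagged CAL PDZ domain construct (CerCALP). Schedule: 1 h incubation at room temperature before polarization reading. Medium: 25 mM sodium phosphate pH 7.4, 150 mM NaCl, TCEP, IgG, Thesit. Read-out: percent inhibition from loss of millipolarization. Measured by: FP readout, S and P plane fluorescence. Probe or stimulus: fluorescent TMR peptide probe.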
cardiac RTF act = cardiac RTF calcium sensitivity activators, primary screen, biochemical, IANBD-TnC fluorescence, EC20 calcium; Troponin I, cardiac muscle (Homo sapiens) + Troponin T, cardiac muscle (Homo sapiens) + …; IANBD-labeled TnC RTF fluorescence at EC20 calcium; 0% EC20 calcium, 100% full calcium; activation, % at 7.2 µM; 340,000 compounds, 0.24% hits;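 active = activation above the mean over all tested compounds plus 3 SD, cut at about 30% in these data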;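 note: rise in fluorescence read as greater calcium sensitivity of cardiac thin filaments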
Cardiac RTF inh = cardiac RTF calcium sensitivity inhibitors, primary screen, biochemical, IANBD-TnC fluorescence, EC70 calcium | Troponin I, cardiac muscle (Homo sapiens) + Troponin T, cardiac muscle (Homo sapiens) + … | IANBD-labeled cardiac RTF, Ca2+ fluorescence | inhibition, % at 7.15 µM | 340,000 compounds, 0.12% hits;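 active = inhibition above the mean inhibition of all tested compounds plus 3 SD, cut at about 17% in these data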;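 note: assay run at fixed EC70 calcium of 1.6 mM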
Rtt109 Vps75 = inhibitors of C. albicans Rtt109/Vps75 HAT, primary screen, biochemical, ThioGlo CoA-SH fluorescence, plate reader; Histone acetyltransferase RTT109 (Candida albicans (strain SC5314 / ATCC MYA-2876)), …; purified Rtt109/Vps75, 4 h; inhibition, % at 34.9 µM; 330,000 compounds, 0.16% hits;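 active = inhibition of at least 50% in every replicate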
Target sequence (Q5AAJ8 whole entry, looked up): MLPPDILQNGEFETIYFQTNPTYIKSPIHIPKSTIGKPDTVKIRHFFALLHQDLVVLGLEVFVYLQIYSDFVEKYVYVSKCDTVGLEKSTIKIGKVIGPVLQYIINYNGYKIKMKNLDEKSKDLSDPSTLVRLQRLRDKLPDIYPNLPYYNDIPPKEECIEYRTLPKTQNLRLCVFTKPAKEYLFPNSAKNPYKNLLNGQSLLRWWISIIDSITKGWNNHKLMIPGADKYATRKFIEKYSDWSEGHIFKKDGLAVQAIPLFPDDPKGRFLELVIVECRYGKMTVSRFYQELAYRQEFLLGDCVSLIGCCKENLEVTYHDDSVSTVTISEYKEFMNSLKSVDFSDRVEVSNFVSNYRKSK
PKA-R2B activ = activators of PKA-R2B holoenzyme, primary screen, biochemical, fluorescence polarization, Cy5-IP20, human; activation, % at 11.4 µM; PKA-R2B holoenzyme dissociation; R2B truncated from residue 108, S112A mutant; 0% DMSO only, 100% 113 µM cGMP; 340,000 compounds, 0.079% hits;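 active = activation above a cutoff set at the mean over all compounds plus 3 SD, cut at about 18% in these data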;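 note: higher means more holoenzyme dissociation and a rise in polarization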
Keap1 Nrf2 FP = Keap1-Nrf2 protein-protein interaction inhibitors, primary screen, biochemical, fluorescence polarization, single point; 340,000 compounds, 0.15% hits; AID 504523, 2011; inhibition, % at 9.4 µM; Keap1 Kelch-Nrf2 peptide fluorescence polarization, 1536-well; in the data active = inhibition above about 12%;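 note: human Keap1 Kelch domain with fluorescein labeled Nrf2 9mer peptide probe; 0% = neutral control wells and 100% = peptide positive control; higher means more block of Keap1 binding to Nrf2 peptide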
Target sequence (Q14145 whole entry, looked up, the tested form may be a part): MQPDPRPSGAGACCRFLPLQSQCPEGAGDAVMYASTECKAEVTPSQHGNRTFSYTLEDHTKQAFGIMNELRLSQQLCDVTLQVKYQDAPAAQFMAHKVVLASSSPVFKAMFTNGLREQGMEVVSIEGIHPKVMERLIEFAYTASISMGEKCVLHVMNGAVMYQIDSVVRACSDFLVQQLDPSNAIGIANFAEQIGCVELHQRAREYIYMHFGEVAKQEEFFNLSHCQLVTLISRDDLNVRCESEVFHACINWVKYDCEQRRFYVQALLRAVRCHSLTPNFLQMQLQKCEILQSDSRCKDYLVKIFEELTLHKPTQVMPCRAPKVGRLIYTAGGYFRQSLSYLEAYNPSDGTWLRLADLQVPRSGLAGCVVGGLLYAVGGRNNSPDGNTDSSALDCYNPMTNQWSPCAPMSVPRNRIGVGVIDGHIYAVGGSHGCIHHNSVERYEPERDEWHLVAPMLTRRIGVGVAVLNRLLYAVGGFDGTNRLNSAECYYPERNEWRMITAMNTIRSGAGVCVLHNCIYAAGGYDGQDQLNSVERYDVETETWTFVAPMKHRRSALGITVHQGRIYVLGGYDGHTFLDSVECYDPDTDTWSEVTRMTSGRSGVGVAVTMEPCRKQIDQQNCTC
DAGLB inh = DAGLB lipase inhibitors, primary screen, biochemical, fluorescence, HTS. HEK293T DAGLB membrane lysate, EnzChek fluorogenic substrate. AID 504411, 2011. 340,000 compounds, 0.059% hits. inhibition, % at 5.17 µM; in the data active = inhibition above about 34%;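 note: 0% = enzyme with vehicle and 100% = wells lacking enzyme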
C-LANA FP = inhibitors of KSHV C-LANA binding to DNA, primary screen, biochemical, fluorescence polarization, FAM-LBS DNA, MBP-C-LANA, single point; inhibition, % at 9 µM; 340,000 compounds, 0.078% hits; Kaposi's sarcoma herpesvirus LANA C-terminal domain (residues 932-1162) DNA binding; AID 504423, 2011;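 active = highest replicate inhibition at or above 60% at 9 µM, even if other replicates fall short; inactive = all replicates below 60% inhibition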;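 note: 0% = neutral control wells and 100% = 4 µM acridine orange control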
CAL PDZ FP-2 = untagged CAL PDZ binding inhibitors, primary screen, biochemical, fluorescence polarization, HTS; 300,000 compounds, 0.92% hits; inhibition, % at 24.9 µM; AID 602252, 2012; Golgi-associated PDZ and coiled-coil motif-containing protein (Homo sapiens), Q9HD26; purified CAL PDZ, TMR-peptide fluorescence polarization, 1 h;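 active = mean inhibition of at least 30% with at least half of replicates also reaching 30%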;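 note: 0% = DMSO neutral control and 100% = excess unlabeled competitor peptide PRC23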
SR-BI uptake up = activators of SR-BI mediated DiI-HDL uptake, primary screen, ldlA[mSR-BI] CHO cells, DiI fluorescence; 3 h; 100 = double the neutral-control signal; 320,000 compounds, 0.096% hits; activation, % at 12.5 µM;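 active = mean replicate activation of at least 60% and every replicate at or above 60%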;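 note: 0% = median plate neutral-control signal and 100% = twice that signal; values of inactives mirror those of a sister screen read the other way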
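Material: SR-BI-overexpressing, LDLR-lacking CHO cells | Dosing: Single compound concentration, delivered by pin transfer | Probe or stimulus: Labelled HDL, 10 µg/mL | Signal: Bottom-read cell fluorescence after medium removal, ex 550/em 595 nm | Schedule: 3 h, 37 °C | Evaluation: HDL uptake via cellular fluorescence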
Active calls of the source: *; . = not tested or not shown.

SMILES	CAL PDZ FP-1	cardiac RTF act	Cardiac RTF inh	Rtt109 Vps75	PKA-R2B activ	Keap1 Nrf2 FP	DAGLB inh	C-LANA FP	CAL PDZ FP-2	SR-BI uptake up
O=C(O)c1ccccc1Nc1ccc(OC(F)F)cc1	-0.2	4	7	-5	-1	-5	6	3.3	-4	14
CCn1nc([N+](=O)[O-])c2c(-c3nc4ccccc4o3)c(N)n(CCCOC)c2c1=O	13	1	0	4	-3	2	0	1.8	-7	-4
CCOC(=O)N1CCN(C(=O)c2cccc(N3C(=O)NC4CC3(C)Oc3ccccc34)c2)CC1 (centres undefined)	-1.3	-6	1	-7	-13	0	0	-0.8	-4	6
NNC(=O)c1c[nH]c2ccc(OCc3ccccc3)cc12	-1.7	-6	-4	19	-12	2	-2	0.3	1	.
CC(=O)Nc1sc2c(c1C#N)CCCC2	-1.3	6	5	1	-11	1	-5	-0.3	-6	-19
S=C(NCc1ccncc1)Nc1ccc(Cl)cc1Cl	-1.8	-1	-9	-3	4	-6	2	0.2	-3	1
Cn1cc(CC(=O)NCCCN2CCCC2)c2ccccc21	-4.0	1	5	-1	-3	0	-3	-1.3	0	0
NC(=O)c1ccc(N2CCN(c3ccccc3O)CC2)c([N+](=O)[O-])c1	0.2	1	-11	4	-3	-9	2	-0.1	0	6
O=C(N/N=C/c1c[nH]c2ccc(Br)cc12)c1ccncc1	-2.2	1	-8	14	2	-4	-2	-1.4	-2	19
CCC(C)NC(=O)C(Cc1ccccc1)NS(=O)(=O)c1cccc2nsnc12 (centres undefined)	0.1	-9	2	-13	-1	-5	-3	1.6	1	-2
COc1ccc2nc(/N=C(\N)NC(=O)Nc3ccccc3)nc(C)c2c1	-8.1	-4	-4	-2	5	-3	1	-0.9	-5	-26
CCN1CCN(C(=S)c2ccc(Br)cc2)CC1	.	-2	-3	9	-7	3	-4	-0.6	-3	0
Cc1cc(C(=O)OCc2nc3ccccc3s2)c(C)o1	-0.4	1	-2	-1	1	-8	-8	0.7	-1	-18
COc1ccc(CCNC(=S)Nc2ccc(S(=O)(=O)Nc3ncccn3)cc2)cc1OC	-0.6	-4	9	-2	7	2	1	-0.4	.	.
Cc1ccc(S(=O)(=O)N2CCCC2C(=O)N(C)Cc2cccs2)cc1 (centres undefined)	-0.5	5	2	-5	-1	-3	-1	1.2	-1	21
CCN(C(=O)c1cccc(S(=O)(=O)N2CCc3ccccc32)c1)C1CCS(=O)(=O)C1 (centres undefined)	0.6	-3	1	1	1	-5	-5	0.3	-2	3
COc1ccc(S(=O)(=O)NC(C)C(=O)NC2CC2)cc1C (centres undefined)	0.0	-8	0	-6	-8	1	0	1.3	0	14
CCOC(=O)C1(Cc2cccc(F)c2)CCN(Cc2c(C)nn(CC)c2C)CC1	-0.3	0	6	-6	-3	-3	0	-0.1	-3	4
COc1cc2c(cc1OC)CN(S(=O)(=O)c1ccccc1F)CC2	-0.5	-2	-9	10	2	-1	1	-4.9	0	-25
O=C(CCc1c[nH]c2ccccc12)NCC(=O)Nc1ccc(F)c(F)c1F	0.4	0	11	4	-1	-2	-1	0.8	-3	4
O=C(CSc1n[nH]c(=O)n1C1CC1)Nc1ccccc1	-2.1	-5	2	-1	-4	-7	0	-0.5	-3	25
O=C(CCC(=O)NNC(=O)COc1ccc(Br)cc1)NCc1ccccc1	-0.5	.	.	-19	.	-2	.	0.7	2	-56
CCC(C)NC(=O)C1CCC(=O)N1Cc1ccc(C)cc1 (centres undefined)	0.0	2	-9	1	-8	1	-3	0.1	-4	22
O=C(CSc1ncccn1)N/N=C/c1ccccc1[N+](=O)[O-]	-0.2	4	3	-3	-4	2	-1	0.1	-4	13
Cc1cccc(N(NC(=O)C(C)(C)O)C(=O)c2ccccc2)c1	0.6	-3	2	0	4	0	-1	-0.8	-2	3
CNc1ccccc1C(C)(C)c1cc(C)[nH]n1	-1.0	17	-6	-4	3	-4	-2	-0.8	1	10
Cc1ccc2oc(C(=O)N(Cc3ccncc3)CC3CCCO3)c(C)c2c1 (centres undefined)	-1.4	-3	2	0	4	-3	2	0.1	-7	-25
O=C(OCCN1C(=O)c2ccccc2C1=O)c1ccco1	-5.5	-5	-7	-3	12	-4	3	-0.5	-6	8
Cc1ccc(OCC(O)CN2CCN(c3ccc(C)cc3)CC2)cc1 (centres undefined)	-0.2	-3	-5	-2	-3	-1	-7	3.9	-5	10
CC1CC(C)CN(C(=O)COC(=O)c2cc([N+](=O)[O-])ccc2N2CCOCC2)C1 (centres undefined)	-1.8	-1	-2	9	-4	-1	-3	0.0	-7	-53
CC(OC(=O)CCN=C1NS(=O)(=O)c2ccccc21)C(=O)Nc1ccc(S(N)(=O)=O)cc1 (centres undefined)	-0.8	-5	-11	1	-8	1	2	0.3	-1	11
Cc1cc(C)n2c(SCC(=O)Nc3ccccc3)nnc2n1	-1.2	0	-8	-7	9	6	2	0.3	.	3
Cc1ccc(S(=O)(=O)Nc2cccc(C(=O)NCC(c3ccc(F)cc3)N3CCOCC3)c2)cc1 (centres undefined)	-0.6	-2	-4	7	-12	-1	-2	4.4	-5	18
CC(C)(C)OC(=O)N1CCC(C(=O)N2CCCCCC2)CC1	1.7	-1	-4	3	-1	3	-2	0.7	-4	8
CCCC[C@H]1COCCS(=O)(=O)N1Cc1cccc(F)c1	-2.3	-3	-8	-4	8	-5	2	-0.5	-8	9
OCCNCCOc1ccccc1-c1ccccc1	.	-5	-1	17	0	-5	1	-0.8	-6	0
O=C(N/N=C1\C2CN3CCN(C2)CC1(c1ccccc1)C3)Nc1ccccc1	-1.5	0	-4	-31	-6	-6	1	0.3	-1	5
Cc1onc(-c2ccccc2)c1C(=O)NCc1ccc(F)cc1	0.7	5	-6	-2	9	2	3	0.9	-9	-3
Cn1ncc2c(NNC(=O)c3ccc(O)cc3)ncnc21	0.9	1	1	1	5	-1	1	-0.1	.	17
COc1ccc(-c2nc(SC(CC(=O)NCc3ccccc3)c3ccc(OC)c(OC)c3)n[nH]2)cc1 (centres undefined)	-2.6	6	8	14	-3	1	1	0.1	4	-34

Six entries already listed, sorted by the value under cardiac RTF act, rising.
Molecule | CAL PDZ FP-1 | cardiac RTF act | Cardiac RTF inh | Rtt109 Vps75 | PKA-R2B activ | Keap1 Nrf2 FP | DAGLB inh | C-LANA FP | CAL PDZ FP-2 | SR-BI uptake up
COc1ccc(S(=O)(=O)NC(C)C(=O)NC2CC2)cc1C (centres undefined) | 0.0 | -8 | 0 | -6 | -8 | 1 | 0 | 1.3 | 0 | 14
CCCC[C@H]1COCCS(=O)(=O)N1Cc1cccc(F)c1 | -2.3 | -3 | -8 | -4 | 8 | -5 | 2 | -0.5 | -8 | 9
COc1cc2c(cc1OC)CN(S(=O)(=O)c1ccccc1F)CC2 | -0.5 | -2 | -9 | 10 | 2 | -1 | 1 | -4.9 | 0 | -25
Cc1cc(C)n2c(SCC(=O)Nc3ccccc3)nnc2n1 | -1.2 | 0 | -8 | -7 | 9 | 6 | 2 | 0.3 | . | 3
Cn1cc(CC(=O)NCCCN2CCCC2)c2ccccc21 | -4.0 | 1 | 5 | -1 | -3 | 0 | -3 | -1.3 | 0 | 0
Cc1onc(-c2ccccc2)c1C(=O)NCc1ccc(F)cc1 | 0.7 | 5 | -6 | -2 | 9 | 2 | 3 | 0.9 | -9 | -3

(more compounds)
SMILES	CAL PDZ FP-1	cardiac RTF act	Cardiac RTF inh	Rtt109 Vps75	PKA-R2B activ	Keap1 Nrf2 FP	DAGLB inh	C-LANA FP	CAL PDZ FP-2	SR-BI uptake up
Cc1cc(C(C)(C)C)oc1C(=O)N(CC(=O)NC1CCCC1)c1ccc(F)cc1	-1.4	-1	-8	13	-1	4	-5	-0.7	-4	-41
COc1ccc(CC(=O)NCc2nc(-c3ccccc3)no2)cc1	-0.9	0	-8	6	8	4	-1	-0.5	1	.
COc1ccc([N+](=O)[O-])c(OC)c1C(=O)NC(=O)Nc1c(C)cccc1C	-1.3	-3	-4	0	-1	-1	-2	0.4	-6	-19
CCCN(CC(=O)Nc1ccccc1OC)C(=O)CCC(=O)c1ccc(OCC)cc1	-0.9	-4	-4	-5	-11	-3	0	-2.9	.	-52
CC1=CS(=O)(=O)CC1Sc1ncn[nH]1 (centres undefined)	-2.2	-5	-5	21	-13	2	1	1.4	1	11
COc1ccccc1NC(=O)CN1CCC(C(=O)c2ccc(F)cc2)CC1	.	7	3	-8	-2	-3	-4	0.4	3	-4
O=C(N=C1SC2CS(=O)(=O)CC2N1c1ccc(Cl)cc1Cl)C1CC1 (centres undefined)	-0.2	7	-6	8	2	-5	-3	-1.0	.	14
CCO[C@@H]1OC(C(=O)N2CCN(Cc3ccc4c(c3)OCO4)CC2)=C[C@H](C)[C@H]1CCCO	0.4	-7	3	1	-9	-1	0	0.8	5	-20
COc1cccc(NC(=O)c2nc3nc(C)cc(C(F)F)n3n2)c1	-0.3	5	1	5	2	-4	-1	-1.4	.	-5

Screening results: PubChem, several laboratories
